Screening results as filed in PubChem.
EPAC2 antagonist: EPAC2 (human) antagonism; Potency, µM (series often up to 114 µM), inactives show at the top dose activity, negative = inhibition, hits mostly inhibitors; Q8WZA2; EPAC2 GEF exchange of Rap1B-BODIPY-GDP, fluorescence; hit rate 0.18% among 360,000; further: potency means the concentration at half of the fitted maximal effect; on the % scale 0 is the no-effect control and ±100 the full control effect; nearly all actives have a fitted effect of over 45% in size; many of its hits are not listed in these tables
DRD3 antagonist: blocks the human D3 dopamine receptor; P35462; D3R cells, DiscoveRx beta-arrestin luminescence, antagonist mode; stronger effect = lower value; max response, negative = inhibition, %; hit rate 2.5% among 360,000; AID 652054; in the data active means max response below about -50%; inconclusive means no clear call, values can overlap the other calls; further: on the % scale 0 is the no-effect control and ±100 the full control effect; mostly tested at two doses, the higher about 12 µM
Target sequence (P35462 whole entry, looked up): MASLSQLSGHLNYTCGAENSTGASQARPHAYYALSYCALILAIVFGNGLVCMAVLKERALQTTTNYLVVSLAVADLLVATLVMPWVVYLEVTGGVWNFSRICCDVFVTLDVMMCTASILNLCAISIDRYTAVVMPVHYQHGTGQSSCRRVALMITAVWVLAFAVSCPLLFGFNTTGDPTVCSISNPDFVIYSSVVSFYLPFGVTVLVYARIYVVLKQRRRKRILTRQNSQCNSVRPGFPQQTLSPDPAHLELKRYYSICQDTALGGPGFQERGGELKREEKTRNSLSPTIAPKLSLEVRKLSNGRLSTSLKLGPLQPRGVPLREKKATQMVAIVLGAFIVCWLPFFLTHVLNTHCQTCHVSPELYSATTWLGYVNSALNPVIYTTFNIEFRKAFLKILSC
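Cells expressing the human receptor were seeded at 1500 cells/well, incubated overnight at 37 degrees C in 5% CO2, then exposed to library compounds with dopamine controls for 90 minutes at 37 degrees C before luminescent detection.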
PTHR1 agonist: agonists of human PTHR1 parathyroid hormone receptor | Q03431 | hit rate 0.075% among 410,000 | Potency, µM (titrated, usually from 115 µM), without a hit: top-dose activation, actives largely listed as activators | AID 743266 | HEK293 GP2 PTHR1 cells, GloSensor cAMP luminescence, 1 h; further: potency means the concentration at half of the fitted maximal effect; nearly all actives have a fitted effect of over 55% in size; some results filed as inactive show a strong effect at the top dose; inactives centre near -15; many of its hits are not listed in these tables
Target sequence (Q03431 whole entry, looked up): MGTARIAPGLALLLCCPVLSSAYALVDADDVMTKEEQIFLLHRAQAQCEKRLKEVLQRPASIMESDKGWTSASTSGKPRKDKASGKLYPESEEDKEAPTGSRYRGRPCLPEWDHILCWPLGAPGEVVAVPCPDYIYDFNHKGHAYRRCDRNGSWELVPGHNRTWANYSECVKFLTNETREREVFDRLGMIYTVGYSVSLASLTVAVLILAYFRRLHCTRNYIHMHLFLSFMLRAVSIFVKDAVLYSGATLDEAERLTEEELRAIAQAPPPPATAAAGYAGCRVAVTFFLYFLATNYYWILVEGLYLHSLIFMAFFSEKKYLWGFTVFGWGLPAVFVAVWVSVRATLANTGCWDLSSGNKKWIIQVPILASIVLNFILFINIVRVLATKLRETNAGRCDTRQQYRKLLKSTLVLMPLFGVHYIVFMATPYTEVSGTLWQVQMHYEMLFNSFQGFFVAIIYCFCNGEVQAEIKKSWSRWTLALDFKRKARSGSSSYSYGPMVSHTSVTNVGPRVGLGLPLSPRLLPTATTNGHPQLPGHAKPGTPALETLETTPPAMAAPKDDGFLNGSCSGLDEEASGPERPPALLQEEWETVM
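HEK-293-derived GP2 cells expressing PTHR1 and a GloSensor cAMP reporter, 3,000/well, plated overnight, given luciferin plus IBMX (each 0.5 mM as added) for 1 h at 37 °C, then compound for 1 h at 37 °C. Luminescence was read after 15 min at room temperature.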
EPAC2 ag: EPAC2 (human) agonism | Q8WZA2 | AID 720711 | EPAC2 activation, biochemical qHTS; response scale: 100% = 6.5 mM cAMP response | Potency, µM (series often up to 154 µM), for inactives: top-dose activation, most hits filed as activators | hit rate 0.079% among 360,000; further: potency means the concentration at half of the fitted maximal effect; nearly all actives have a fitted effect of over 50% in size
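Nucleotide exchange monitored as fluorescence drop when BODIPY-GDP leaves Rap1B. Reaction: 100 nM EPAC2, 250 nM RAP1B-BODIPY-GDP, 50 uM GDP, room temperature, kinetic read over 30 min. Activity expressed relative to 6.5 mM cAMP.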
Akt phos inh: inhibitors of Akt phosphorylation | Neuro2A IGF-stimulated pAkt S473 HTRF, 20 min; stronger effect = lower value | activity change, % for hits at 50 µM | hit rate 0.32% among 360,000; in the data active means activity change below about -80%; inconclusive means mostly about -51% to -80%; further: on the % scale 0 is the no-effect control and ±100 the full control effect
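Neuro2A cells (4,500/well, DMEM with 0.5% FBS) were treated with compound at a single 50 µM final concentration, stimulated with 6 nM IGF for 20 min at 37 °C, and lysed. Phospho-Akt Ser473 was read by HTRF as 665/615 ratio ×10^4.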
D3 ag: agonists of human D3 dopamine receptor; D3R DiscoveRx beta-arrestin cells, luminescence, 90 min; max activation, %; hit rate 0.58% among 410,000; AID 652048; in the data active means max activation above about 30%; further: 0% is about no effect; mostly tested at two doses, the higher about 12 µM
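Agonist-mode cell screen: cells plated at 1500/well and incubated overnight at 37 °C, then exposed to library compounds for 90 min at 37 °C. Detection reagent was added for 30–60 min at room temperature, and luminescence was read.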
CCT chaperon mod: modulators of cytosolic chaperonin (CCT/TRiC) activity | AID 651819 | hit rate 0.3% among 360,000 | activity change, % (no concentration beside the values), hits read low | purified chaperonin ATPase assay, HTRF ADP detection, 30 min; in the data active means activity change below about -30%; further: on the % scale 0 is the no-effect control and ±100 the full control effect
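Enzyme 40 or 20 nM (batch-dependent) in Tris pH 7.4/KCl/MgCl2/DTT; cpd 76 uM single point; ATP 10 uM; 30 min 37 °C; Transcreener ADP HTRF detection, 30 min RT; ratio 665/615.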
Mm-Cpn inhibitor: M. maripaludis TRiC chaperonin inhibition | purified Mm-Cpn ATPase, ADP Transcreener TR-FRET | Potency, µM (highest dose often 76.9 µM), inactives show at the top dose activity, negative = inhibition, actives largely listed as inhibitors | hit rate 0.031% among 330,000 | AID 504842; further: potency means the concentration at half of the fitted maximal effect; on the % scale 0 is the no-effect control and ±100 the full control effect; nearly all actives have a fitted effect of over 80% in size
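Quantitative HTS used 25 nM Mm-CPN and 10 uM ATP in magnesium/KCl Tris buffer, pH 7.4, with 1 mM DTT. Hydrolysis ran 30 min at 37°C; ADP was read by HTRF.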
* = called active by the depositor; i = inactive; ? = inconclusive; · = no result given; & = joins results of further samples; [ ] = remark or other dose. Unless noted, the call rests on the fitted dose curve; in most records, active means well fitted curve in the direction sought with a large enough effect; inconclusive means small, poorly fitted or top-dose-only effect, or another doubt; inactive means no such curve, though single readings can be large; an effect the other way counts as inactive or inconclusive.

Start of the listing, in advance (two entries):
entry	smiles	EPAC2 antagonist	DRD3 antagonist	PTHR1 agonist	EPAC2 ag	Akt phos inh	D3 ag	CCT chaperon mod	Mm-Cpn inhibitor
1	COC(=O)C(C)(C)ONC(=O)Nc1ccccc1Cl	-10.0%	-8.5	i	10.9%	i	-4.3	-2.2	-0.1%
2	O=C(CCc1ccccc1)N1CCN(c2ccccc2F)CC1	5.1%	-8.5	i	-0.7%	i	-1.1	-0.7	-5.5%

The list itself, from the start:
entry	smiles	EPAC2 antagonist	DRD3 antagonist	PTHR1 agonist	EPAC2 ag	Akt phos inh	D3 ag	CCT chaperon mod	Mm-Cpn inhibitor
1	COC(=O)C(C)(C)ONC(=O)Nc1ccccc1Cl	-10.0%	-8.5	i	10.9%	i	-4.3	-2.2	-0.1%
2	O=C(CCc1ccccc1)N1CCN(c2ccccc2F)CC1	5.1%	-8.5	i	-0.7%	i	-1.1	-0.7	-5.5%
3	CCCC(=O)Nc1nc2nc(-c3ccccc3)cc(=O)n2[nH]1	1.6%	-28.7	i	7.4%	i	-4.6	-4.7	0.6%
4	Cc1ccc(CS(=O)(=O)CCC(=O)NCCCN2CCCC2)cc1	-3.7%	?	-15.2%[57.5 µM]	6.1%	i	-2.0	-1.1	-1.3%
5	CNC(=S)N/N=C(\C)c1ccc(Cl)s1	0.3%	4.1	i	-5.1%	i	2.8	-1.1	2.9%
6	COc1ccc(CNC(=O)C(c2ccco2)N(Cc2ccccc2)C(=O)Cc2cccs2)cc1 (stereo not drawn)	6.0%	22.7	-2.3%[57.5 µM]	2.1%	i	6.1	1.4	-0.2%
7	CC[C@H](CO)Oc1cc(NCc2ccc(Cl)c(Cl)c2)c2ncn(C(C)C)c2c1	5.2%	?	-22.9%	12.2%	i	5.3	-1.3	-0.3%
8	COc1cc(OC)cc(-c2nc3ccccc3c(=O)n2NC(=O)c2cccnc2Cl)c1	10.2%	10.3	i	11.0%	i	1.7	-4.0	0.9%
9	Cc1cc(NC(=O)CC2CCCC2)ccc1Br	?	-25.2	-23.6%	11.0%	i	-0.2	2.0	0.3%
10	CCN1CCN(S(=O)(=O)c2ccc3c(c2)NC(=O)CS3)CC1	-1.5%	-6.1	i	-4.3%	i	-3.9	1.1	-1.4%
11	CCSc1nnc(-c2ccccc2NC(C)=O)c(=O)[nH]1	2.7%	-3.9	-1.4%	3.1%	i	2.9	0.6	0.1%
12	O=C(CSc1nccn1Cc1ccc(F)cc1)NC1CCCCC1	9.9%	-10.0	-5.1%	-2.1%	i	2.6	-2.1	·
13	C#CCOC(=O)CCCC(=O)Nc1ccccc1OC	-2.4%	10.7	?	2.8%	i	-2.7	1.6	0.8%
14	Cc1ccc(/C=N/NC(=O)CSc2nc3ccccc3[nH]2)o1	4.7%	18.9	-7.3%	11.5%	i	-5.7	-2.6	-1.3%
15	CSCCC(NC(=O)COc1ccccc1)C(=O)NC1CCC(C)CC1 (stereo not drawn)	5.1%	-7.7	-1.4%	-22.0%	i	-6.2	0.4	1.3%
16	COC(=O)c1cc(CSC(=N)N)ccc1OCCC(C)C	1.9%	-13.8	i	12.0%	i	-6.3	-1.4	1.1%
17	O=C(NC1CCS(=O)(=O)C1)c1cc2c(=O)n3ccccc3nc2n1Cc1ccccc1 (stereo not drawn)	18.2%	39.8	-3.2%	-0.6%	i	5.1	-0.9	·
18	O=[N+]([O-])c1ccc(C[n+]2cccc3ccc4cccnc4c32)cc1	1.7%	0.2	-15.4%	2.3%	i	-3.1	-1.2	-0.4%
19	CCCCN(C(=O)CSc1nnc(Nc2ccccc2)s1)c1c(N)n(CCC)c(=O)[nH]c1=O	-6.6%	0.4	i	4.9%	i	0.1	-1.3	3.5%
20	CCN(CC)C(=O)C1CCCN(Cc2ccc(F)c(F)c2)C1 (stereo not drawn)	16.5%	9.4	-3.8%[57.5 µM]	-2.8%	i	-6.4	-0.5	-0.9%

Only Mm-Cpn inhibitor, for some of the entries so far:
#	SMILES	Mm-Cpn inhibitor
3	CCCC(=O)Nc1nc2nc(-c3ccccc3)cc(=O)n2[nH]1	0.6%
4	Cc1ccc(CS(=O)(=O)CCC(=O)NCCCN2CCCC2)cc1	-1.3%
5	CNC(=S)N/N=C(\C)c1ccc(Cl)s1	2.9%
6	COc1ccc(CNC(=O)C(c2ccco2)N(Cc2ccccc2)C(=O)Cc2cccs2)cc1 (stereo not drawn)	-0.2%
7	CC[C@H](CO)Oc1cc(NCc2ccc(Cl)c(Cl)c2)c2ncn(C(C)C)c2c1	-0.3%
8	COc1cc(OC)cc(-c2nc3ccccc3c(=O)n2NC(=O)c2cccnc2Cl)c1	0.9%

(next part)
entry	smiles	EPAC2 antagonist	DRD3 antagonist	PTHR1 agonist	EPAC2 ag	Akt phos inh	D3 ag	CCT chaperon mod	Mm-Cpn inhibitor
21	O=C(CCc1nc(-c2ccccc2F)no1)NC1CCCCCC1	4.8%	29.4	-14.8%	9.4%	i	-4.9	-0.2	0.6%
22	CN(C(=O)COC(=O)c1cccc(S(=O)(=O)N2CCCCC2)c1)C1CCS(=O)(=O)C1 (stereo not drawn)	1.1%	-18.6	i	8.1%	i	6.3	-1.7	-1.2%
23	NS(=O)(=O)c1ccc(NC(=O)c2ccc(OCC3CCCO3)cc2)cc1 (stereo not drawn)	-2.5%	-9.4	-2.0%	-6.4%	i	6.4	-0.4	-8.1%
24	C/C=C/c1cc(OC)c2c(c1)[C@H](C)[C@@H](c1ccc(O)c(OC)c1)O2	?	32.8	-8.1%	23.6%	i	-23.0	0.1	·
25	Cc1ccc(NC(=O)CNCc2ccccn2)cc1S(=O)(=O)N(C)C	-0.4%	3.4	i	2.2%	i	13.3	-0.5	0.3%
26	O=c1[nH]c(=O)n(C2OC(CO)C(O)C2O)cc1Br (stereo not drawn)	6.4%	-0.9	i	6.0%	i	-1.2	0.7	1.2%
27	CCn1cc2nc(SCC(=O)Nc3ccc(F)cc3F)n(Cc3ccccc3)c(=O)c2n1	-23.9%	2.2	i	11.3%	·	2.3	1.1	-0.3%
28	Cc1ccc(S(=O)(=O)c2ncccc2N)cc1	-17.6%	0.1	18.6%	8.8%	i	0.4	-1.7	?
29	Cc1cc(=O)n2nc(N3CCCC(C(=O)NCc4ccccc4Cl)C3)sc2n1 (stereo not drawn)	-2.3%	1.0	-20.3%	1.2%	i	-10.3	1.0	-5.5%
30	COc1ccc(C(=O)Nc2ccc(N3CCN(C)CC3)cc2)cc1OC	-14.2%	-27.8	27.0%	0.8%	i	-17.6	0.7	-3.5%
31	COc1ccc(Cl)cc1NC(=O)CN(C)C(=O)c1ccc2c(c1)OCCO2	7.4%	7.5	i	8.5%	i	1.4	2.0	-3.4%
32	Cc1ccc(C(=O)O)cc1N1C(=O)c2cccc3cc(Br)cc(c23)C1=O	16.6%	-21.5	-3.8%[57.5 µM]	2.3%	i	-9.1	0.8	-4.3%
33	O=C1NC2c3c(Cl)sc(Cl)c3C(=O)C2O1 (stereo not drawn)	-21.3%	-25.6	-85.4%[inhibitor]	8.4%	i	2.3	2.3	·
34	S=c1[nH]nc(-c2cccnc2)n1/N=C/C=C/c1ccccc1	2.5%	?	10.0%	12.4%	i	-8.4	-2.1	-1.5%
35	Clc1ccc2nc(CN3CCCCC3)cn2c1	1.6%	?	i	3.2%	i	-27.9	-1.7	1.0%
36	O=C(O)CCC(=O)Nc1cccc(C(=O)Nc2cccc(Cl)c2)c1	-9.4%	-7.1	?	14.2%	i	7.4	0.1	0.3%
37	CCN(CC)CCCNC(=O)CN1N=C(c2ccc(OC)cc2)CCC1=O	8.2%	14.9	?	-1.1%	i	-10.8&-19.6	0.2	-1.5%
38	CC1CCCCC1NS(=O)(=O)c1ccc(-n2cnnn2)cc1 (stereo not drawn)	4.0%	-25.8	-11.5%[57.5 µM]	2.0%	i	-1.2	-4.5	-0.2%
39	CCOc1ccc(NC(=O)NNC(=O)c2ccc(CC)s2)cc1	2.2%	11.0	i	4.3%	i	2.5	-4.7	?
40	O=C(NCCCn1ccnc1)Nc1cccc(Cl)c1	6.8%	-18.0	i	0.6%	i	0.4	-2.1	0.0%
41	Cc1ccc(SCCc2ccc(C)nc2)cc1	-1.1%	16.1	-8.3%	12.5%	i	-13.5	-16.3	-1.3%
42	CC(C)CN(C(=O)c1ccc2c(c1)OCCO2)c1c(N)n(Cc2ccccc2)c(=O)[nH]c1=O	2.7%	18.7	i	4.6%	i	-1.3	1.0	0.4%
43	C[C@H](CO)N1C[C@H](C)[C@@H](CN(C)S(=O)(=O)c2cccs2)Oc2c(NC(=O)Nc3ccccc3)cccc2C1=O	-3.1%	24.4	-39.0%[inhibitor]	-3.0%	i	-0.4	2.0	-2.9%
44	COc1ccc(C(=O)NC(C)Cc2cnccn2)cc1OC1CCN(C(C)C)CC1 (stereo not drawn)	12.9%	1.0	i	-0.4%	i	2.3	-3.2	-1.7%
45	COc1ccc(S(=O)(=O)NC(C)C)cc1C(=O)NC1CCCCC1	10.4%	11.4	i	-1.7%	i	-0.6	-0.5	-1.3%
46	CCOc1cnc(-c2c(-c3c(F)cccc3Cl)noc2C)o1	?	-19.6	i	8.9%	i	-5.8	0.4	-0.6%
47	CCn1c(SCC(=O)Nc2ccc3c(c2)OCCO3)nc2c(c1=O)SC(C)C2 (stereo not drawn)	-2.3%	13.0	i	5.6%	i	-1.3	-2.4	-0.4%
48	Nc1ncc([N+](=O)[O-])cc1S(=O)(=O)c1ccccc1	5.7%	-2.4	i	0.9%	i	-2.9	0.9	·
49	Cc1cccc(NC(=O)c2nc[nH]c2C(=O)N[C@@H](C)c2ccccc2)c1	-10.0%	-19.1	?	5.4%	i	-12.6	-1.3	-2.2%
50	Cc1ccc(NC(=S)NCC2CCCO2)cc1C (stereo not drawn)	9.7%	19.6	-27.1%[57.5 µM]	4.5%	i	5.0	0.6	-2.8%
51	Cc1cc(C)n2nc(S(=O)(=O)NC3CCCCC3)nc2n1	2.0%	13.5	-6.5%	13.5%	i	1.6	0.9	2.2%
52	Cc1noc(C)c1COc1ccc(C(=O)NNC(=O)c2ccccc2)cc1	1.6%	-2.4	i	4.5%	i	1.8	-1.1	-0.3%
53	COC(=O)c1c(NC(=O)C(C)(C)C)csc1C	-3.0%	7.0	i	-0.6%	i	6.0	-0.2	-0.9%

This is a subset; rates above refer to the full screens.
